Insulin prom up – MIN6 insulin promoter up-regulation; MIN6 insulin promoter-GFP reporter, high-content imaging; stronger effect = higher value; z-score at 5 µM; 190,000 compounds, 0.3% hits; AID 1625;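 active means z-score above 3 at 5 µM with at least 500 cells counted in the well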
P. falciparum M17LAP – P. falciparum M17LAP inhibitors, primary screen, biochemical, fluorogenic H-Leu-NHMec substrate, 1536-well (AID 1619). one-dose inhibition, % at 30 µM; IC50 in µM for titrated hits. 220,000 compounds, 0.38% hits. recombinant M17LAP, H-Leu-NHMec fluorogenic kinetic assay; higher % means a stronger effect;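 active means compound inhibiting the enzyme by more than half at any dose during confirmatory dose-response retesting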;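 further: plate controls were full reaction with DMSO carrier for no effect and no enzyme background for full effect; strong numbers were not always called active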
Dynein transport – blocks dynein driven cargo transport along microtubules | 3617.4 mouse cells, GR-EGFP nuclear translocation imaging; test concentration mostly 20 µM; stimulated with dexamethasone, 1 µM; stronger effect = lower value | z-score, hits read low | 220,000 compounds, 0.47% hits | AID 1381;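 active means plate z-score of nuclear minus cytoplasmic receptor signal below a set negative limit, without overly bright fluorescence or cell loss, cut at about -3.5 in these data, passing the limit was not always enough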;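 further: z-score of nuclear minus cytoplasmic ring GR-EGFP intensity difference per well; some compounds called inactive have numbers as strong as hits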
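Medium: Induction medium lacking tetracycline, stripped serum | Probe or stimulus: 1.0 µM final dexamethasone stimulus | Schedule: 48 h induction, then 1 h compound, then 30 min agonist, 37 °C | Signal: Automated 10x imaging of fixed Hoechst-stained cells | Evaluation: Per-cell GR-EGFP intensity, nucleus versus surrounding cytoplasmic ring, well-averaged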
K1F lysis inhibition – inhibition of K1F phage lysis, E. coli UTI89, bacterial capsule biogenesis inhibitors, alamar blue (AID 488966) | E. coli UTI89 K1F phage lysis, alamar blue, 2 h; higher % means a stronger effect | one-dose inhibition, % at 100 µM; IC50 in µM for titrated hits | 340,000 compounds, 0.02% hits;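 active means phage lysis inhibition, versus mean bacterial control, above a set limit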;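 further: capsule biogenesis inhibitors block K1F phage lysis so surviving cells raise fluorescence; higher fluorescence means more inhibition of phage lysis; actives were called in the ten point dose series up to 300 µM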
Autophagy mod – modulators of autophagy; MEF GFP-LC3 puncta imaging; test concentration mostly 10 µM; calls only at 10 µM (by protocol); 190,000 compounds, 0.98% hits; AID 463193;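 active means percentage of spot-positive cells more than 3 SD above its plate mean, without a fluorescence outlier flag or 80% toxicity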;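 further: spot-positive cell cutoff set from DMSO-treated cells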
ER stress rescue – protection against thapsigargin-triggered cell killing – 384-well, CSM14.1, ATP luminescence, primary screen (AID 1222); CSM14.1 thapsigargin-induced death rescue, ATP luminescence; higher % means a stronger effect; cellular ATP content (survival), % at 20 µM; hits with a dose series show EC50 in µM; 190,000 tested, under 10 active;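 active means EC50 below 50 µM in the dose-response confirmation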;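 further: death triggered by thapsigargin at about 15 µM added after 2 h compound pretreatment; cell ATP read after overnight thapsigargin exposure of roughly 18 to 22 hours; normalized against plate controls of thapsigargin alone and 5% DMSO vehicle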
M1AAP inhibition – P. falciparum M1AAP inhibitors, biochemical, fluorogenic H-Leu-NHMec substrate, 1536-well (AID 1445); one-dose inhibition, % at 30 µM; IC50 in µM for titrated hits; 220,000 compounds, 0.42% hits; recombinant M1AAP, H-Leu-NHMec fluorogenic kinetic assay; higher % means a stronger effect;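 active means primary inhibition above the hit cutoff, then over 50% inhibition at one or more dose response concentrations, cut at about 23% in these data, passing the limit was not always enough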;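 further: plate controls were DMSO full reaction for no effect and no enzyme background for full effect; strong numbers were not always called active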
bCat nuc transl – modulators of beta-catenin nuclear translocation | HeLa beta-catenin nuclear translocation, immunofluorescence imaging | nuclear translocation activity, % at 5 µM | 190,000 compounds, 0.3% hits;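 active means nuclear translocation activity above 50% at 5 µM, with a well cell count of 50 or more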;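 further: per-cell ratio of nuclear to cytoplasmic median beta-catenin stain intensity; plate controls were DMSO negative control for no effect and GSK-3 inhibitor IX positive control for full effect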
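Test system: human HeLa cells, native beta-catenin. Compound dosing: 5 µM primary single dose, 0.1% DMSO, 0.02–20 µM confirmation series. Incubation: compound exposure 24 h at 37°C. Detection: beta-catenin immunostaining with DAPI counterstain, 20x imaging, 6 fields/well. Read-out basis: Nuclear/cytoplasmic beta-catenin signal ratio, % activation.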
MT stabilizer – stabilizes microtubules in HeLa cells; 200,000 compounds, 0.83% hits; % tubulin-high responders, % at 10 µM; AID 2205; HeLa tubulin immunostaining HCS, 24 h; share of cells brighter than vehicle mean+2SD;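 active means plate Z-score above 3 for both tubulin-high and condensed-nucleus cell shares, with cell loss under 80%, at 10 µM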;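 further: anti alpha tubulin signal scored within the nucleus-defined area of each cell; some results filed as inactive read as strong as hits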
Dynein transport cytoplasmic EGFP – also measured in Dynein transport; calls as there; z-score; measured here: cytoplasmic GR-EGFP intensity; stronger effect = higher value
Dynein transport nuclear GR-EGFP – also measured in Dynein transport; calls as there; z-score; measured here: nuclear GR-EGFP intensity;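 lower value marks the stronger effect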
Dynein transport cell count – further read-out of Dynein transport, marked with its call; z-score; measured here: cell count per field
Insulin prom up cell count – further read-out of Insulin prom up, marked with its call; cell count; measured here: cytotoxicity, nuclei count;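 total cells summed across four imaged fields per well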
bCat nuc transl cell count 5 µM – further read-out of bCat nuc transl, marked with its call; cell count; measured here: cell count, cytotoxicity flag
MT stabilizer Hoechst-high % – also measured in MT stabilizer; calls as there; % Hoechst-high responders; measured here: nuclear condensation Hoechst responders;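 share of cells brighter than vehicle mean plus two SD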
MT stabilizer cytotoxicity % – further read-out of MT stabilizer, marked with its call; toxicity, %; measured here: cytotoxicity by cell density;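 0% = mean cell density of plate MIN control wells and 100% = no cells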
Autophagy mod cell loss 18 h – further read-out of Autophagy mod, marked with its call; toxicity, %; measured here: cell loss, nuclei count;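 cell loss after 18 h compound exposure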
* marks the source's active call; other numbers are inactive results; i = inactive; . = no result given; [ ] = another dose, or the depositor's remark. The order is random (roughly 2.9% active in at least one column).

SMILES	Insulin prom up	Insulin prom up cell count	P. falciparum M17LAP	Dynein transport	Dynein transport cytoplasmic EGFP	Dynein transport nuclear GR-EGFP	Dynein transport cell count	K1F lysis inhibition	Autophagy mod	Autophagy mod cell loss 18 h	ER stress rescue	M1AAP inhibition	bCat nuc transl	bCat nuc transl cell count 5 µM	MT stabilizer	MT stabilizer Hoechst-high %	MT stabilizer cytotoxicity %
O=C(O)c1ccc(N/N=C/c2cc3ccccc3nc2Cl)cc1	-0.19	971	23%	1.2	-0.28	0.69	-0.29	0.2%	.	.	.	3%	0.1	1261	.	.	.
CCNC(=O)c1cccc(S(=O)(=O)N2CCCCCC2)c1	1.3	1216	7%	0.58	-0.14	0.36	-1	7.5%	i	13	-1.4%	-8%	.	.	0.9	3.5	12
O=C(CN1C(=O)NC2NC(=O)NC21)NN=C1CCCC1 (stereo unspecified)	-0.15	1380	-9%	-0.17	-0.22	-0.059	-0.082	1.1%[50 µM]	i	2	-2.6%	1%	0.3	993	2.7	2.2	8.2
CC(C)(C)NC(=O)COc1ccc(CNCCc2ccccc2)cc1	0.13	1537	6%	-1.2	-0.12	-0.23	0.24	-0.2%	i	13	-1.1%	1%	-0.9	1102	4.3	2.1	12
COC(=O)/C=C(\C)N=Nc1c(O)[nH]c2ccccc12	0.12	992	-1%	2.2	-0.27	0.81	-0.46	0.5%	.	.	.	2%	0.3	1274	.	.	.
CS(=O)(=O)N(CC(=O)Nc1ccc2c(c1)OCO2)Cc1ccc(Cl)cc1	0.1	1960	6%	-0.94	-0.23	-0.53	0.74	0.1%	i	27	0.1%	5%	1.2	1100	3.7	2.2	4.3
Cc1cccc(Cn2c(NCCO)nc3c2c(=O)n(C)c(=O)n3C)c1	-9.4	528	0%	-0.39	-0.21	-0.065	0.16	-1.9%	i	-14	0.2%	3%	1.7	1151	2.0	2.2	11
COc1ccc(NC(=O)NCc2ccccc2F)cc1OC	-0.2	1130	16%	-0.25	-0.19	-0.27	0.51	-0.1%	i	-11	-1.5%	12%	1.3	1579	2.6	2.3	8.7
CSc1ccccc1N1CCN(C(=O)Nc2ccc3c(c2)NC(=O)CO3)CC1	1.1	1414	-3%	1.3	-0.26	1	-0.94	-0.7%	i	2	1.4%	-3%	-0.5	1318	1.5	1.6	5.4
O=C(Nc1nc2ccccc2[nH]1)c1ccc(F)c(S(=O)(=O)N2CCOCC2)c1	-0.87	1380	8%	0.69	-0.099	0.19	-0.54	5.0%	i	-13	0.2%	-3%	-2.3	1204	6.9	2.2	4.3
Cc1ccc(C(=O)CSc2nnc(COc3cc(C)cc(C)c3)o2)cc1	0.78	1307	-10%	1.2	-0.22	1	-0.62	0.5%	i	-4	2.0%	1%	0.7	1184	7.0	1.8	6.5
O=C(NC1CCCCC1)N(CCN1CCOCC1)Cc1cc2cc3c(cc2[nH]c1=O)OCCO3	-0.5	1089	0%	0.036	-0.039	0.33	0.44	-1.5%	i	0	-1.4%	7%	-2.2	1160	2.2	2.1	9.7
CC(=O)Nc1ccccc1OCCOc1ccc(Br)cc1	-0.53	1180	7%	0.48	-0.19	0.17	0.022	0.3%	i	4	-1.8%	0%	0.1	916	2.1	1.8	3.8
COc1ccc(/C=C2\SC(=S)N(CC(=O)OCC(=O)Nc3cc(Cl)cc(Cl)c3)C2=O)cc1	0.2	1039	0%	0.066	-0.053	0.46	0.21	0.5%	.	.	.	5%	0.9	1315	.	.	.
CC1CCCN(c2nc3ccccc3nc2C(C#N)S(=O)(=O)c2ccccc2)C1 (stereo unspecified)	0.51	1284	10%	-0.99	1.5	-0.13	-0.42	-0.7%	i	6	-1.6%	13%	0.4	1470	2.7	2.4	6.8
CC1=C(C(=O)NC2CCCCC2C)C2(CCC(C)CC2)OC1=O (stereo unspecified)	0.21	1911	0%	-0.42	-0.13	0.13	0.48	-0.6%	i	16	.	13%	-3.0	1233	2.3	2.6	7.5
Cc1ccc(Nc2nc(CSc3nnc(-c4cccs4)o3)cs2)cc1	-0.24	1325	-7%	-0.085	0.44	0.28	1.5	0.6%	i	-3	.	4%	.	.	3.8	1.1	5.1
COc1cc(CCNC(=O)c2cnn3ccccc23)cc(OC)c1OC	-0.19	959	-8%	-0.25	-0.011	0.17	-0.57	0.5%	i	3	-2.6%	1%	-6.5	1073	12	25	53
Cc1ccc(/C=N/NC(=O)Cn2nccc2C)o1	0.04	1521	16%	0.34	-0.072	-0.14	-0.23	0.1%	i	0	-0.2%	15%	-2.2	1470	2.1	1.0	5.8
CCCc1cc(NCCCO)n2c(nc3ccccc32)c1C#N	-0.66	1355	-7%	0.46	-0.2	-0.018	0.17	.	.	.	.	16%	-2.2	1154	.	.	.
COc1cc(C(=O)NC(=S)NC(C)C)cc(OC)c1OC	-0.27	1191	10%	0.018	-0.32	-0.38	0.52	4.6%	i	2	-2.6%	4%	.	.	2.4	3.6	11
CN(C)c1nc(C(F)(F)F)cc(=O)[nH]1	-0.48	1545	-2%	0.14	0.044	0.39	0.25	0.3%	i	-15	-0.7%	4%	0.9	1464	2.2	1.5	5.5
O=S(=O)(N1CCCCC1)N1CCNCC1	0.45	935	1%	-0.23	-0.14	0.32	-0.74	3.2%	i	4	-4.1%	6%	-0.2	1067	1.4	1.0	3.7
O=C(CCc1nnc(Cc2ccc(-c3ccccc3)cc2)o1)NCC1CC1	0.36	1616	1%	0.86	-0.32	0.7	-0.55	-0.2%	i	-10	1.6%	-3%	-0.8	975	1.3	0.5	4.2
CCN1CCN(C(=O)c2ccc(CSc3ccc(C)cc3)cc2)CC1	-0.18	1499	-3%	-0.46	-0.19	0.35	0.65	3.0%	i	-20	-8.1%	14%	-0.5	1238	2.4	2.1	2.3
Cc1cc(C)c(C)c(C(=O)CSc2nnc(C)c(=O)[nH]2)c1C	-0.25	838	2%	-0.38	-0.27	0.19	1.1	.	i	-7	-0.6%	-1%	.	.	2.2	2.6	8.0
COc1ccccc1-n1c(C)nnc1SCC(=O)Nc1cc(C)cc(C)c1	1.2	1216	6%	-0.46	-0.063	-0.35	-0.14	1.5%	i	1	-1.8%	13%	-0.8	1165	1.5	1.5	7.7
CC(C)=CCCC(C)CN1CCC(O)CC1 (stereo unspecified)	-0.09	1188	-8%	0.15	-0.23	-0.00049	-0.49	-0.1%	i	1	1.0%	0%	-2.0	1169	3.3	1.7	5.1
O=C(Nc1nc(-c2cccnc2)cs1)c1ccccc1F	-0.85	1276	8%	0.57	-0.32	0.6	0.34	0.4%	i	49	-4.2%	11%	1.8	1065	.	.	.
Cc1ccc2c(c1)nc(NCCCO)n2C	-0.23	948	2%	-0.035	0.048	0.14	0.34	0.5%	i	-3	5.4%	7%	2.4	1104	0.6	1.6	5.2
COC(=O)c1sccc1NC(=O)Nc1cccc(C)c1	-0.68	1507	-1%	-0.33	-0.12	-0.03	0.86	0.1%	i	16	-0.9%	8%	1.6	1003	3.2	2.9	0.6
O=C(NCc1ccncc1)C1CCCN(S(=O)(=O)Cc2ccccc2)C1 (stereo unspecified)	.	.	10%	-0.29	-0.23	-0.51	-0.8	-0.5%	i	0	-2.2%	0%	2.0	411	2.5	2.3	4.4
Cc1ccc(N2C(=O)[C@@H]3C(C(=O)C(c4ccccc4)c4ccccc4)=NN[C@@H]3C2=O)cc1	-0.22	1462	1%	-1.8	-0.4	-1.2	9.8	1.0%	i	-2	-2.6%	5%	-0.4	1049	6.3	1.7	5.2
COC(=O)c1c(NC(=O)c2ccccc2N(C)S(=O)(=O)c2ccccc2)sc2c1CCCC2	-2.2	792	-3%	.	.	.	.	0.3%	i	35	-0.3%	4%	2.5	1005	22*	27*	55*
CCCC(c1nnnn1CS(=O)(=O)c1ccc(C)cc1)N1CCN(CC)CC1 (stereo unspecified)	.	.	-14%	1.8	-0.13	1.2	-0.97	.	i	-2	2.7%	1%	-0.3	885	3.4	1.2	1.1
CC(C)(C)NC(=O)NC(=O)CN1CCN(c2ccc(O)cc2)CC1	-0.11	1081	0%	0.77	0.0063	0.36	0.5	1.3%	i	11	.	9%	-1.6	1068	2.7	2.9	13
NC(=O)CCc1c[nH]c2ccccc12	0.38	864	-10%	-0.64	-0.21	-0.12	0.19	0.4%	i	11	-0.8%	7%	1.5	1140	5.7	2.8	9.4
CCn1c(SCC(=O)Nc2c(C)n(C)n(-c3ccccc3)c2=O)nc2c1c(=O)n(C)c(=O)n2C	.	.	-14%	2.8	-0.19	0.98	-0.93	.	i	2	0.4%	14%	-0.7	912	7.8	3.1	9.5
O=C(CCC(=O)OCC(=O)c1ccc(-c2ccccc2)cc1)Nc1cccc2cccnc12	1.5	1509	3%	-0.83	-0.19	-0.44	0.85	3.6%	i	25	-2.0%	6%	-1.0	1337	1.5	1.6	6.8
